From PubChem BioAssay
DAX1 inh-1: DAX1 (NR0B1) inhibitors on StAR promoter, primary screen, cell-based, luminescence, SF-1 (NR5A1), full-length DAX-1; inhibition, % at 6.8 µM; AID 652010, 2013; 370,000 tested, 1.1% active; HEK293T StAR-luciferase reporter, SF-1/DAX-1 repression relief;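 active = inhibition above the mean over all tested compounds plus 3 SD, cut at about 3.6% in these data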;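 also: 0% = DAX-1 cells with DMSO and 100% = cells lacking DAX-1 with DMSO; higher inhibition means more luminescence from relief of DAX-1 repression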
DAX1 inh-2: DAX1 (NR0B1) inhibitors, primary screen, cell-based, HEK293, Gal4-DAX1, luciferase luminescence; Nuclear receptor subfamily 0 group B member 1 (Homo sapiens), P51843; HEK293 Gal4-DAX1 luciferase reporter; inhibition, % at 6.75 µM; 340,000 tested, 0.99% active; AID 504766, 2011;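 active = inhibition above the mean over all tested compounds plus 3 SD, cut at about 4.2% in these data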;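 also: 0% = DAX1-transfected cells with DMSO and 100% = empty-vector control cells with DMSO; inhibition shows as a rise in luminescence from relieved DAX1 repression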
Target sequence (P51843 207-470 limits assumed): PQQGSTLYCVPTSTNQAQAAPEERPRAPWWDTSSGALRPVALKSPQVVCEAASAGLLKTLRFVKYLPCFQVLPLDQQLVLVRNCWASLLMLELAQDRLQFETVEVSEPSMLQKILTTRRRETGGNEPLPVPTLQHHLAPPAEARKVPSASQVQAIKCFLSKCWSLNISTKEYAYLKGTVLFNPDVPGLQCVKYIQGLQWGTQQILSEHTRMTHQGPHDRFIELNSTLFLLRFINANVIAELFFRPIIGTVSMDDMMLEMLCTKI
ssDAF-12 act: S. stercoralis DAF-12 nuclear receptor activators, primary screen, cell-based, luminescence, HEK293, GRIP1 co-expression, lit1-tk-luc; AID 652126, 2013; activation, % at 6.8 µM; 370,000 tested, 1% active; HEK293 ssDAF-12/GRIP1 lit1-tk-luc reporter; % of 3 µM dafachronic acid response; Nuclear hormone receptor DAF-12 (Strongyloides stercoralis);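 active = activation above the mean over all tested compounds plus 3 SD, cut at about 0.9% in these data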;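 also: 0% = DMSO-only wells and 100% = 3 µM delta7-dafachronic acid wells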
PLCg1 inh: PLC-gamma1 enzyme inhibitors, primary screen, biochemical, fluorescence, purified enzyme. 370,000 tested, 0.84% active. AID 720700, 2013. 1-phosphatidylinositol 4,5-bisphosphate phosphodiesterase gamma-1 (Homo sapiens), P19174. inhibition, % at 12.2 µM. fluorogenic substrate; in the data active = inhibition above about 9.5%
sPLA2-III inh: human group III sPLA2 inhibitors, primary screen, biochemical, QFRET, BODIPY PC-A2 liposome substrate. Group 3 secretory phospholipase A2 (Homo sapiens), Q9NZ20. QFRET BODIPY PC-A2 liposome hydrolysis, fluorescence. inhibition, % at 12.2 µM. 370,000 tested, 0.56% active. AID 743126, 2013;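 active = inhibition above mean plus 3 SD of compounds lying within the high and low control bounds, cut at about 19% in these data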;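 also: 0% = median of test compound wells and 100% = no enzyme DMSO wells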
PLC-beta3 inh: human PLC-beta3 inhibitors, primary screen, biochemical, fluorescence; Purified PLC-beta3, fluorogenic substrate; 370,000 tested, 0.18% active; 1-phosphatidylinositol 4,5-bisphosphate phosphodiesterase beta-3 (Homo sapiens), Q01970; inhibition, % at 12.2 µM; in the data active = inhibition above about 11%;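 also: 0% = median of compound wells on plate and 100% = full blocker control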
ADAM10 inh: human ADAM10 inhibitors, primary screen, biochemical, QFRET, HTS; Disintegrin and metalloproteinase domain-containing protein 10 (Homo sapiens), O14672; recombinant ADAM10, EDANS/DABCYL FRET peptide cleavage, 3 h; inhibition, % at 7 µM; 370,000 tested, 0.62% active; AID 720582, 2013;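 active = inhibition above a per-campaign cutoff equal to the mean of compounds falling between control-based bounds plus 3 SD, cut at about 20% in these data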;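 also: 0% = DMSO wells while the 100% control is not disclosed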
Target sequence (O14672 214-748 limits assumed): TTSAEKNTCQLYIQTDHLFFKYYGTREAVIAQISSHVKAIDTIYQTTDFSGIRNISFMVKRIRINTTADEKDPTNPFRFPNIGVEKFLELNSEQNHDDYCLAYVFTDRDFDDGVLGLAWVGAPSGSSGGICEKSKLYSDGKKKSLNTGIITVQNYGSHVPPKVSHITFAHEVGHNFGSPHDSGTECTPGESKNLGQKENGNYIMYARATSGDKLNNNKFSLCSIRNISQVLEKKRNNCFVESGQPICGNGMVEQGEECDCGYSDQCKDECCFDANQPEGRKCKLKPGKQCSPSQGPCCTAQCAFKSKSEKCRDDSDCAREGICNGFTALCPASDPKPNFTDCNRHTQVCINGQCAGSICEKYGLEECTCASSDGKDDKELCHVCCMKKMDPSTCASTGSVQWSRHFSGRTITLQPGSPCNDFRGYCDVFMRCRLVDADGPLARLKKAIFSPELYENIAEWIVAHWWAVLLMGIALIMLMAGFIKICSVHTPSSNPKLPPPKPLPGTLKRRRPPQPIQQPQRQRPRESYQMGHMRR
hgDAF12 agonist: H. glycines DAF-12 receptor agonists, primary screen, cell-based, luminescence, HEK293, GAL4 fusion, UAS-luciferase; HEK293 GAL4-hgDAF12 UAS-luciferase reporter, agonist luminescence; normalized to butyrate control; activation, % at 6.8 µM; 370,000 tested, 1.8% active;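 active = activation above a cutoff set at the mean of all screened compounds plus 3 SD, cut at about 10% in these data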;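 also: 0% = DMSO wells and 100% = sodium butyrate wells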
ADAM17 inh: ADAM17 inhibitors, primary screen, biochemical, QFRET; recombinant ADAM17, EDANS/DABCYL FRET peptide cleavage; 370,000 tested, 0.83% active; inhibition, % at 6.95 µM;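 active = inhibition above the mean of compounds lying between control limits plus 3 SD, set per campaign, cut at about 8.5% in these data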;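 also: 0% = DMSO-only wells as the low control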
FXN GAA850 act: FXN promoter activators, primary screen, cell-based, luciferase luminescence, HEK293 lucGAA850; AID 540364, 2011; HEK293 lucGAA850 FXN promoter luciferase reporter, 24 h; percent of 10 µM SAHA response; 360,000 tested, 0.56% active; activation, % at 6 µM;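 active = activation above the average of all compounds screened plus 3 SD, cutoff fixed separately per campaign, cut at about 7.5% in these data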;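 also: 0% = DMSO wells and 100% = 10 µM SAHA wells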
hcDAF12 agonist: H. contortus DAF-12 nuclear receptor activators, primary screen, cell-based, luminescence, HEK293, lit1-tk-luc reporter; HEK293 hcDAF-12 lit1-tk-luc reporter; 0% DMSO, 100% Δ7-dafachronic acid; activation, % at 6.8 µM; 370,000 tested, 1.4% active;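 active = activation above the mean of all tested compounds plus 3 SD, cut at about 5.5% in these data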;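 also: 100% = response to 3 µM Δ7-dafachronic acid high control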
* marks the source's active call; other numbers are inactive results; i = inactive; & = joins results of further samples.

compound	ADAM17 inh	sPLA2-III inh	DAX1 inh-2	ssDAF-12 act	hgDAF12 agonist	ADAM10 inh	FXN GAA850 act	DAX1 inh-1	PLC-beta3 inh	PLCg1 inh	hcDAF12 agonist
Cn1c(SCC(=O)N2CCOCC2)nc2sc3c(c2c1=O)CCCC3	2	-1	-1.0	-1.2	1.0	7	-0.1	0.2	1	0	0.6
CC(C)CC1C(=O)N(Cc2cn(CCC3OCCO3)nn2)CCS(=O)(=O)N1Cc1ccc(-c2ccc(Cl)c(Cl)c2)cc1 (centres undefined)	4	-34	-0.5	-2.0	-0.5	9	-0.2	-1.1	2	1	-1.6
CC(=O)c1ccc(NC(=O)CN2CCC(C(=O)c3ccc4c(c3)OCCO4)CC2)cc1	-5	-3	-0.4	-1.4	-0.1	-2	2.1	-0.3	-14	-2	-2.3
CCOc1ccccc1NC(=O)CSc1nnc(CNC(=O)c2cccs2)o1	2	-4	0.1	-1.3	2.3	4	3.0	-0.1	-5	0	-0.9
COC(=O)c1sc(C(F)(F)F)c(-c2ccccc2)c1S(=O)(=O)N1CCCC1	-1	-4	-1.1	-1.2	-1.5	-1	-0.3	0.0	-5	-2	-1.4
Cc1ccc(NC(=O)CN2C(=O)S/C(=C\C(=O)Nc3ccc(Cl)cc3)C2=O)cc1	1	-1	-0.3	-0.8	-1.4	11	3.7	-0.4	4	1	0.3
Cc1ccc(OCCN(C)C)c([N+](=O)[O-])c1	-1	-3	-0.3	0.5	1.0	-9	0.6	0.4	2	1	-0.8
Cc1cc(NC(=O)CSc2nnc(-c3ccco3)n2CC2CCCO2)no1 (centres undefined)	-2	3	0.6	-1.1	-1.7	0	-3.8	-0.6	3	-1	-0.7
O=C(CC1C(=O)NCCN1Cc1ccc(-c2ccccc2)cc1)NCc1ccncc1 (centres undefined)	-5	4	-0.2	-1.3	-0.1	-5	0.6	-0.5	-9	-5	0.1
Cn1c(N2CCOCC2)nc(-c2ccccc2)c1-c1ccccc1	-46	6	-1.4	-1.4	0.4	-141	0.4	1.4	-41	-41	-1.6
C/C(=N/NC(=O)CNC(=O)c1ccco1)c1ccco1	-3	3	0.0	-0.5	-0.5	-4	0.7	-0.2	-6	-3	3.0
Cc1ccc(C(C)C)cc1-n1nnc(-c2cccc(Cc3ccc4ccccc4c3)c2)c1C(C)O (centres undefined)	18*	-9	0.6	-1.0	-3.9	16	0.9	-1.9	6	6	-1.2
CC1(C)Cc2cccc(C(=O)Nc3ccc(Cl)cc3)c2O1	4	-3	2.7	-1.7	-1.2	9	-0.1	-0.4	-5	0	-3.0
Cc1ccc(Cl)cc1NC(=S)N(Cc1ccccc1)Cc1cccnc1	-3	0	0.9	-1.4	2.1	-9	-0.1	-0.7	-10	-1	-0.8
CN(C(=O)c1sc2nc(N3CCCC3)c3c(c2c1N)CC(C)(C)OC3)c1ccccc1	-20	-1	-0.5	-1.6	-2.3	-57	2.2	-0.4	-157	-102	-2.8
O=C(CSc1nc2nccnc2c(=O)n1Cc1cccs1)Nc1ccccc1F	-6	-1	-1.9	-1.1	-0.9	-10	-0.6	-1.2	-3	-2	-1.4
CS(=O)(=O)N(CC(=O)Nc1ccccc1Sc1ccccc1)c1cccc(Br)c1	11*	-18	-0.4	-1.4	1.3	25*	0.0	0.1	-2	3	-0.8
O=C(Cn1nc(Cl)nc1Cl)c1ccc2c(c1)OCCO2	1	-5	0.6	-1.5	1.5	4	-0.9	0.2	-3	-4	-0.7
COc1ccc(NC(=O)C[C@H]2C(=O)N(CCc3ccccc3)C[C@@H]2c2ccc(OC)cc2)cc1	1	-8	0.9	-0.2	4.3	6	1.6	0.3	-4	-5	0.9
Cc1ccc(CSCCNC(=O)CCSc2ccccc2)cc1	-1	5	0.9	-0.9	2.1	13	-1.3	0.2	-4	-1	-0.1
N#CC(C#N)=C/C=C(\Nc1ccc(Cl)cc1)c1ccc(Cl)cc1	-13	0	1.6	-1.7	1.3	-34	-3.2	0.5	-42	-36	-0.7
O=C(Nc1cccc(-c2cn3ccccc3n2)c1)c1cccs1	1	4	-0.3	-1.1	4.7	9	2.8	0.1	0	-1	1.1
O=S(=O)(/N=C(/NNS(=O)(=O)c1ccccc1)c1ccccc1)c1ccccc1	1	-7	-0.6	-1.4	0.6	-3	-0.8	0.1	-1	0	-0.2
Cc1cc(OCC(O)CN2CCN(C)CC2)ccc1C(C)C (centres undefined)	-4&-5	-12&-8	-0.7&0.5	-1.0&-0.5	1.4&-0.3	-4&-1	-1.6&-3.4	-0.4&-0.7	7&2	0&6	0.6&-0.3
O=C(NCc1nnc(SCC(=O)N2CCC(Cc3ccccc3)CC2)o1)c1ccccc1F	5	-3	-0.8	-1.6	-1.8	-9	-0.2	-0.5	0	-3	-1.4
O=C(O)CN1C(=O)C(=O)N(Cc2ccc(C(F)(F)F)cc2)C1=O	0	-4	1.0	-0.3	2.4	-1	1.2	0.1	-6	2	4.1
CCOc1ccc(/C=C/C(O)=C2/C(=O)N(C)C3(C)CC2c2ccccc2O3)cc1OC (centres undefined)	-6	-3	-0.9	-2.3	-2.6	-3	-5.5	-0.6	-56	-32	-3.1
CC(=O)Oc1ccc(C(=O)Nc2cccc(C(=O)c3cccc(NC(=O)c4ccc(OC(C)=O)cc4)c3)c2)cc1	5	-13	-2.1	-1.5	3.2	5	0.4	0.0	3	3	-2.0
CCc1ccccc1NC(=O)c1sc2nc(C)cc(C)c2c1N	-76	4	0.1	-1.1	-3.3	-215	0.9	-0.1	i	i	-1.9
CCC1=NN(C(=O)c2ccc(C)cc2)C(O)(c2ccc(Br)cc2)C1 (centres undefined)	-1	-4	2.6	0.5	5.2	-10	3.5	1.1	-2	-5	1.1

Two entries picked at random from the list so far:
compound	ADAM17 inh	sPLA2-III inh	DAX1 inh-2	ssDAF-12 act	hgDAF12 agonist	ADAM10 inh	FXN GAA850 act	DAX1 inh-1	PLC-beta3 inh	PLCg1 inh	hcDAF12 agonist
Cc1ccc(CSCCNC(=O)CCSc2ccccc2)cc1	-1	5	0.9	-0.9	2.1	13	-1.3	0.2	-4	-1	-0.1
CC(=O)c1ccc(NC(=O)CN2CCC(C(=O)c3ccc4c(c3)OCCO4)CC2)cc1	-5	-3	-0.4	-1.4	-0.1	-2	2.1	-0.3	-14	-2	-2.3

(list continues)
compound	ADAM17 inh	sPLA2-III inh	DAX1 inh-2	ssDAF-12 act	hgDAF12 agonist	ADAM10 inh	FXN GAA850 act	DAX1 inh-1	PLC-beta3 inh	PLCg1 inh	hcDAF12 agonist
CC(C)[C@H](NC(N)=O)C(=O)Nc1cccc(S(=O)(=O)NC2=NCCCCC2)c1	-5	2	1.6	-1.3	2.3	5	0.8	-0.2	0	-1	0.6
CCOC(=O)N1CCN(C(=O)CSCC(=O)Nc2nc(-c3ccc(-c4ccccc4)cc3)cs2)CC1	-2	-22	-3.5	-1.8	-3.7	-6	-7.9	-5.5	-20	-15	-4.4
Cc1ccccc1CNS(=O)(=O)c1ccc2c(c1)OCCO2	4	-18	-0.4	-1.6	0.1	7	2.1	-0.9	4	6	1.8
S=C(NCc1ccncc1)Nc1ccc(Br)cc1	-1	4	-0.2	-1.5	-2.1	-4	-0.1	-0.9	-4	-2	-0.4
Cc1ccc(NC(=O)Cc2noc3ccccc23)cc1	-1	-6	2.2	-0.7	9.9	2	1.1	1.0	3	6	-0.3
CC(C)c1ccc(NC(=O)CN2C(=O)NC(Cc3c[nH]c4ccccc34)C2=O)cc1 (centres undefined)	5	-114	-0.1	-0.7	5.9	6	0.3	0.8	-4	1	2.5
COC(=O)c1sccc1NC(=O)CSc1cccc(Cl)c1Cl	1	7	1.3	-0.9	0.6	-4	1.4	0.3	-3	3	-0.3
O=C(NC(=S)Nc1cccc(O)c1)C12CC3CC(CC(C3)C1)C2	4	3	1.5	-0.9	4.0	10	-0.4	1.4	3	6	1.0
COc1ccc(C2=CC(=O)C[C@H](c3ccc(OC)c(OC)c3)C2)cc1	-1	3	-0.5	-1.4	-1.8	-3	-0.3	-0.1	0	-1	-1.2
CCCN1C(=O)c2cc(C(=O)Nc3ccccc3CC)ccc2C1O (centres undefined)	-1	4	2.0	-0.8	1.1	2	-0.8	-0.1	3	3	0.4
C/C(CC(=O)Nc1ccccn1)=N\NC(=O)c1ccc([N+](=O)[O-])cc1Cl	-4	0	0.6	-0.6	-2.5	-3	0.9	-0.1	-6	-1	4.0
CCN(C[C@H]1N[C@@](Cc2ccccc2)(C(=O)OC)[C@H]2C(=O)N(Cc3ccccc3)C(=O)[C@@H]12)C(=O)Nc1ccc(F)cc1	6	-9	-0.8	-1.5	-4.2	18	-7.3	-0.2	3	8	1.3
COc1ccccc1OCCn1cc(/C=C(\C#N)C(=O)NCc2cccs2)c2ccccc21	2	18	0.1	0.1	0.1	-2	2.5	-0.2	-5	3	-1.8
N#CCCn1cc(/C=N/NC(N)=S)c(-c2ccc(Br)cc2)n1	1	4	-0.5	-2.1	-1.1	4	3.3	-0.7	-31	1	2.2
CCCn1c(SCC(=O)c2ccc(OC)c(OC)c2)nc2c1c(=O)n(C)c(=O)n2C	-5	-2	0.2	-1.0	-0.8	-13	-0.3	-0.4	-4	1	-1.3
Cc1onc(-c2ccccc2)c1C(=O)OCC(=O)N(C)c1ccccc1	3	-1	-1.8	-1.4	-2.8	5	-1.6	-2.7	-3	2	-0.1
Cc1csc(NC(=O)Cc2ccccc2Cl)n1	0	8	-1.0	-0.5	3.7	-7	7.0	0.6	-9	2	2.0

Looked up above:
S=C(NCc1ccncc1)Nc1ccc(Br)cc1 | ssDAF-12 act: -1.5
CCCN1C(=O)c2cc(C(=O)Nc3ccccc3CC)ccc2C1O (centres undefined) | hgDAF12 agonist: 1.1
Cc1ccccc1CNS(=O)(=O)c1ccc2c(c1)OCCO2 | hcDAF12 agonist: 1.8
